Screens deposited in PubChem by National Center for Advancing Translational Sciences (NCATS).
p53null 39C tox – selectivity test: cytotoxicity in p53 null cells, nonpermissive temperature | 0.97% of 55,000 active | H1299 p53-null (neo) cells, 39C, ATPlite viability, 24 h | AID 904 | Potency, µM (series often up to 46.1 µM), for inactives: at the highest dose activity, negative = cell killing, usual class: cytotoxic;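 further: potency means the concentration at half of the fitted maximal effect; 0% = DMSO only and -100% = full killing by 100 µM tamoxifen; nearly all actives have a fitted effect of over 50% in size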
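Following overnight plating at 37C (600 cells/well), H1299-neo or H1299-p53A138V cells are dosed up to 46 uM. Incubation lasts 24 hr at 39C before ATP detection.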
PTAP-TSG101 blk – inhibitors of HIV-1 PTAP binding to human TSG101, validation; Potency, µM (top dose mostly 115 µM), for the others: at the top dose activity change, negative = inhibition, usual class: inhibitors; 44,000 tested, under 10 active; Fluorescence polarization, FITC-PTAP peptide/Tsg101, 20 min; Q99816; further: potency means the concentration at half of the fitted maximal effect; 0% is about no effect
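Fluorescence polarization binding of Tsg101 binding domain (10 uM final) to FITC-labeled PTAP-motif peptide (50 nM final) in HEPES pH 7.5/NaCl/Tween 20/EDTA/TCEP buffer; 20 min at r.t. Actives by curve class, <25 µM, efficacy <60% inhibition.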
NTMT1 inh – blocks human N-terminal methyltransferase 1 activity | Potency, µM (doses to about 114 µM), inactives show top-dose activity change, negative = inhibition, hits mostly inhibitors | NTMT1 MTase-Glo SAH luminescence, purified enzyme | 2.5% of 59,000 active | AID 1645870;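 further: potency means the concentration at half of the fitted maximal effect; plate controls were DMSO vehicle for no effect and no enzyme for full effect; nearly all actives have a fitted effect of over 65% in size; many of its hits are not listed in these tables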
Target sequence (Q9BV86 whole entry, looked up): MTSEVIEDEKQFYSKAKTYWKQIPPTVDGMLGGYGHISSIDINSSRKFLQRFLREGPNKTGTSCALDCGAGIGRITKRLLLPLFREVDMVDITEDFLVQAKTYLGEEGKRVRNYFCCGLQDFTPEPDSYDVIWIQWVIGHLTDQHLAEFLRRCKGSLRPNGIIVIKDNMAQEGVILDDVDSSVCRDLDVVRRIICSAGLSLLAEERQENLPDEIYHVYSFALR
FH mod – Identification of activators of human fumarate hydratase by quantitative high-throughput screening; Fumarate hydratase, mitochondrial (Homo sapiens), P07954; FH coupled MDH/diaphorase resazurin fluorescence, 15 min; Potency, µM (series often up to 79.9 µM), inactives show at the top dose activity change, negative = inhibition, actives largely listed as inhibitors; 0.22% of 54,000 active; further: potency means the concentration at half of the fitted maximal effect; on the % scale 0 is the no-effect control and ±100 the full control effect; the screen sought activators but most active calls are inhibition curves; nearly all actives have a fitted effect of over 45% in size
B2AR arrestin ag – beta-arrestin recruitment by human beta2-adrenergic receptor ligands | 44,000 tested, under 10 active | Potency, µM (titrated, usually from 46.1 µM), without a hit: top-dose activation, most hits filed as activators | AID 1347077 | P07550 | HTLA Tango cells, beta-arrestin recruitment, luciferase luminescence, 18 h;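 further: potency means the concentration at half of the fitted maximal effect; 0% = DMSO and full agonism = EC100 isoproterenol or metaproterenol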
Target sequence (P07550 whole entry, looked up): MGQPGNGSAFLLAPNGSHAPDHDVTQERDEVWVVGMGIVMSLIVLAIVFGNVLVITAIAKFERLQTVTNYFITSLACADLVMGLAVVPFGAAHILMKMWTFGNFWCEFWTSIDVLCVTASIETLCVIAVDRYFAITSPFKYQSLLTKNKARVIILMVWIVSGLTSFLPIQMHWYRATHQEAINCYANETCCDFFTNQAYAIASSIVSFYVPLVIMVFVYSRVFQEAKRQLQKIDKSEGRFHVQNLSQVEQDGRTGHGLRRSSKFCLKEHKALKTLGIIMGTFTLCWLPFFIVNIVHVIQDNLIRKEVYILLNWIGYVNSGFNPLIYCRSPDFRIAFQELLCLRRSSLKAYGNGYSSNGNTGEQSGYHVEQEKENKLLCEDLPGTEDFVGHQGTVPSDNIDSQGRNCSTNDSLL
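First, Tango cells carrying beta2-AR and beta-arrestin fusions received compound up to 46 microM. After 18 hr at 37 degrees C, luciferase substrate was added for 15 minutes, then luminescence gave %Activity for curve fitting.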
GALK inhibitor – inhibitors of human galactokinase (GALK); recombinant GALK, Kinase-Glo ATP luminescence, 1 h; AID 1347072; P51570; 44,000 tested, under 10 active; Potency, µM (top dose mostly 57.5 µM), for the others: top-dose activity, negative = inhibition, most hits filed as inhibitors;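 further: plate controls were full GALK reaction for no effect and reaction lacking GALK for full effect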
Target sequence (P51570 whole entry, looked up): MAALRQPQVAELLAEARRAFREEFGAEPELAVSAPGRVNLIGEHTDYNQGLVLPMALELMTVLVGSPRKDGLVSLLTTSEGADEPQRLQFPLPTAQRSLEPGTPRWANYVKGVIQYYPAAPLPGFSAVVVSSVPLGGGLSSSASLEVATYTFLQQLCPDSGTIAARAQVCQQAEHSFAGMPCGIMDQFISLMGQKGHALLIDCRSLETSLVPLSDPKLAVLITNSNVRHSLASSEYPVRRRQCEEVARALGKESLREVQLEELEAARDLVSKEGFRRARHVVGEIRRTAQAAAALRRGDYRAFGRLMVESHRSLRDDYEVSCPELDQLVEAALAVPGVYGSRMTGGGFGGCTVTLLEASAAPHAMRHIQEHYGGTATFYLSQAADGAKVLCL
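5 nM GALK with 35 µM ATP and 100 µM galactose in HEPES pH 8.0, MgCl2, NaCl, DTT, BSA; 1 h RT reaction, remaining ATP detected by Kinase-Glo Plus luminescence after 10 min; qHTS concentration series.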
p53null 32C kill – p53 null cell cytotoxicity, permissive temperature; H1299-neo p53 null cells, ATP luminescence, 24 h, 32C; Potency, µM (highest dose often 46.1 µM), for the others: at the highest dose activity change, negative = cytotoxicity, hits mostly cytotoxic; AID 903; 0.62% of 55,000 active;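 further: potency means the concentration at half of the fitted maximal effect; 0% = DMSO only and -100% = full killing by 100 µM tamoxifen; nearly all actives have a fitted effect of over 55% in size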
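We seeded p53-null H1299-neo cells, incubated them overnight at 37C, and added compounds across a range up to 46 uM. After 24 hours at 32C, ATP reagent was applied for 20 min at room temperature and luminescence recorded.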
* marks the source's active call; other numbers are inactive results; ? = inconclusive; nt = no result given; [ ] = remark or other dose. The call rests on the fitted dose curve; in most records, active means well fitted curve in the direction sought with a large enough effect; inconclusive means small, poorly fitted or top-dose-only effect, or another doubt; inactive means no such curve, though single readings can be large; an effect the other way counts as inactive or inconclusive. Some of the compounds tested, so the mix of outcomes need not match the whole.

SMILES	p53null 39C tox	PTAP-TSG101 blk	NTMT1 inh	FH mod	B2AR arrestin ag	GALK inhibitor	p53null 32C kill
Cc1cccc(C)c1NC(=O)c1oc2c(c1C)-c1nn(Cc3ccccc3)cc1CC2	-13.7%	1.6%	-23.6%	-22.4%	-0.4%	0.0%	11.7%
CCc1ccc(-n2nnc(-c3nc(-c4ccccc4)no3)c2C)cc1	-16.5%	-0.8%	?	10.5%	-0.4%	2.5%	-13.3%
COC(=O)c1ccc([C@H]2Nc3ccc(S(=O)(=O)Nc4cccc(C)c4)cc3[C@H]3C=CC[C@H]32)cc1	13.1%	-2.4%	8.4%	-25.6%	0.6%	0.0%	13.8%
CCC(Sc1nc2cc3c(cc2c(=O)n1CCCC(=O)NCc1ccc(OC)cc1)OCO3)C(=O)NCCCOC (configuration not stated)	0.1%	-1.5%	4.2%	6.5%	-2.7%	-0.7%	-4.5%
CCOc1ccc(NC(=O)c2cnn3c2NC(C)=C(C(=O)Nc2ccc(Cl)cc2)C3c2ccc(OC)c(OC)c2)cc1 (configuration not stated)	-10.9%	-0.1%	2.4%	4.2%	0.5%	2.4%	-7.6%
Cc1ccc(N2C(=O)c3n[nH]c(C)c3C2c2ccc(C(C)C)cc2)cc1 (configuration not stated)	?	1.7%	5.2%	-5.4%	-2.2%	-0.2%	19.9%
COc1ccc(C(=O)NCC(c2ccc3c(c2)OCO3)N2CCN(C)CC2)cc1 (configuration not stated)	-1.5%	-0.7%	-1.9%	-0.2%	-0.4%	-5.4%	-1.9%
CC1CCCCN1S(=O)(=O)c1ccc2[nH]c(=O)cc(C(=O)NCCc3ccc(Cl)cc3)c2c1 (configuration not stated)	22.1%	-4.7%	-7.9%	-12.4%	1.0%	4.4%	-6.1%
O=C(Nc1ncc(Cc2ccc(F)cc2)s1)c1ccc2c(c1)CC(c1ccccc1)OC2=O (configuration not stated)	-16.5%	1.0%	11.5%	2.2%	0.3%	9.7%	1.9%
CCOC(=O)c1ccccc1NC(=O)n1ncc2cc(Cl)ccc21	-10.7%	-3.5%	-2.9%	2.4%	-2.4%	3.2%	1.0%
COc1ccc(C(=O)/C=C/c2cn(CC(O)CN3CCc4ccccc43)c3ccccc23)cc1OC (configuration not stated)	-5.0%	16.6%	17.9%	-19.2%	-2.8%	-13.8%	5.0%
Cc1cccc(C)c1NC(=O)c1ccc2c(c1)N(Cc1cccc(Cl)c1)C(=O)c1ccccc1S2=O (configuration not stated)	13.6%	1.2%	1.1%	-27.7%	0.9%	6.4%	7.8%
COc1ccc2c(c1)CCc1c(C(=O)Nc3cc(OC)c(Cl)cc3OC)noc1-2	-1.8%	7.3%	10.2%	-3.8%	-2.1%	-0.7%	12.4%
COc1ccc(NC(=O)c2sc3nc(C)c(C(=O)Nc4ccc(C)cc4C)c(-c4cccs4)c3c2N)cc1	-22.4%	-1.7%	13.1%	-0.7%	-1.6%	2.1%	-3.6%
COc1cc(OC)c(Nc2c3c(nc4nc(-c5cccs5)nn24)CCCC3)cc1Cl	52.3%[activator]	1.2%	-7.9%	?	3.1%	-3.7%	29.2%
Cc1ccc(O)c(NC(=O)c2cc(-c3ccc(F)cc3)on2)c1	-24.5%	0.9%	-2.0%	-2.8%	0.3%	3.8%	-10.8%
Cc1c(Cl)cccc1NC(=O)CN1C(=O)COc2ccc(S(=O)(=O)N3CCCCCC3)cc21	-15.7%	-3.6%	-2.6%	-4.7%	0.8%	-6.1%	-1.6%
COc1ccc(C2Oc3nc(SC)nnc3-c3ccccc3N2C(C)=O)cc1 (configuration not stated)	?	1.9%	-13.8%	-0.2%	0.4%	-2.3%	6.8%
Cc1ccc2onc(CC(=O)N3CCN(c4ccccc4F)CC3)c2c1	-8.8%	-0.9%	17.7%	3.3%	-0.3%	2.9%	-11.7%
Cc1ccccc1OCc1ccc(-c2nc(C#N)c(N3CCC(C(N)=O)CC3)o2)o1	-10.3%	-9.4%	?	-16.6%	-4.2%	-12.3%	4.9%
CC(=O)c1ccc(NC(=O)c2nc(-c3ccccc3)n(-c3ccccc3Cl)n2)cc1	-13.4%	-1.8%	8.3%	-15.1%	-3.5%	3.7%	-29.1%
Cc1nc(-c2ccc(Cl)cc2)sc1CCNC(=O)c1ccc(C(F)(F)F)cc1	-8.0%	0.6%	24.6%	-5.0%	-0.6%	0.2%	-10.2%
Cc1ccc(Cn2ccnc2SCC(=O)Nc2ccccc2C(F)(F)F)cc1	-0.1%	0.6%	6.9%	?	-0.2%	4.0%	-0.3%
CCc1cccc(NC(=O)Cn2ncc3c([nH]c4ccc(C)cc43)c2=O)c1	10.1%	0.2%	12.6%	-6.3%	1.0%	2.5%	-7.4%
CC(NC(=O)c1cc2ccccn2n1)c1ccccc1 (configuration not stated)	-24.8%	-4.2%	nt	nt	0.2%	1.2%	-6.9%
COc1ccccc1N1CCN(S(=O)(=O)c2c(C)sc3ncn(CC(=O)Nc4ccc(C)cc4Br)c(=O)c23)CC1	0.3%	-3.4%	15.4%	0.6%	0.7%	-1.3%	2.0%
COc1ccc(CNS(=O)(=O)c2ccc(F)c(C(=O)Nc3c(C)cc(C)cc3C)c2)cc1	4.9%	4.6%	1.2%	3.0%	-1.9%	-1.0%	1.1%
CCc1cccc(NC(=O)Cn2c(=O)n(CC(=O)NCCc3ccccc3)c(=O)c3ccccc32)c1	12.6µM*	-1.0%	-0.6%	-1.6%	-1.9%	0.1%	12.6µM*
Cc1nn(CC(=O)NCc2ccc(F)cc2)c2ccccc12	-8.1%	0.8%	9.7%	7.9%	-1.8%	2.3%	4.9%
O=S(=O)(c1cccc(C(F)(F)F)c1)n1c(/C=C/c2ccccc2)nc2ccccc21	?	-2.8%	10.9%	-28.6%	-0.7%	0.3%	15.8µM*
COc1ccc(C)cc1Nc1c2c(nc3nc(-c4cccs4)nn13)CCCC2	-9.4%	-3.4%	-2.4%	0.9%	2.7%	-5.1%	10.7%
Cc1cc2oc(C(=O)Nc3ccc(S(=O)(=O)N4CCCCCC4)cc3)cc(=O)c2cc1C	-16.4%	-3.7%	-2.4%	4.1%	-0.5%	-0.4%	0.0%
O=C(Nc1ccccc1)Nc1nnc(SCC(=O)N2CCCCC2)s1	1.3%	2.7%	-2.4%	-23.3%	-1.2%	3.2%	-19.9%
COc1ccc(NC(=O)CSC2=Nc3ccccc3C3=NC(CCC(=O)NCc4ccc(F)cc4)C(=O)N23)cc1Cl (configuration not stated)	5.7%	0.0%	2.5%	?	-1.7%	-4.7%	11.5%
CCN(CC)CCOC(=O)c1ccc(NC(=O)c2nn(-c3ccc(C)cc3)c(=O)c3c2c2ccccc2n3C)cc1	3.98µM*	3.9%	?	-9.0%	-0.1%	7.1%	6.31µM*
COc1ccc2cc3c(N)nn(C(=O)c4ccc(OC)c(OC)c4)c3nc2c1	-17.7%	0.5%	0.5%	2.1%	-0.6%	-0.6%	5.2%
C#CC(C)(CC)NC(=O)Cn1nnc(-c2ccc(OCc3c(F)cccc3Cl)cc2)n1 (configuration not stated)	-10.5%	-2.2%	7.0%	?	0.5%	0.0%	17.3%
Cc1cc(C)c(OCC(=O)Nc2cccc(-c3nc4ncccc4o3)c2)c(Br)c1	35.0%[activator]	-6.8%	nt	nt	-1.9%	-6.2%	13.9%
COc1cc(NC(=O)Cn2c(C)cc3ccccc3c2=O)cc(OC)c1OC	15.4%	1.7%	-1.3%	-13.5%	0.2%	3.3%	2.1%
CCn1cc2nc(SCc3ccccc3F)n(Cc3ccc(C)cc3)c(=O)c2n1	-4.8%	1.7%	0.0%	-12.6%	2.6%	-1.8%	-5.2%
Cc1cccc(NC(=O)CCNS(=O)(=O)c2ccc3c(c2)CCN3C(=O)C2CC2)c1	?	-0.9%	-8.7%	-8.4%	-0.6%	-2.4%	3.8%
CCCCOc1ccc(CNC(=O)c2cnc3sc(N4CCCC4)nn3c2=O)cc1	-6.3%	1.6%	9.6%	5.4%	0.3%	0.9%	-12.0%
CCS(=O)(=O)N1CCc2cc(C(=O)Nc3cc(OC)c(Cl)cc3OC)ccc21	?	-6.7%	-18.1%	-17.7%	-2.8%	-11.2%	-4.4%
CCCOc1ccc(-c2nonc2NC(=O)COc2ccc(C)cc2)cc1OCCC	-18.8%	-5.1%	12.4%	-2.7%	-0.2%	8.1%	-7.2%
CCCCN(c1ccccc1)S(=O)(=O)c1ccc2c(c1)CC(C)N2C(=O)C1CC1 (configuration not stated)	56.8%[activator]	3.6%	8.4%	-29.0%	0.7%	-7.3%	7.8%
CCOC(=O)c1c(C)[nH]c(C)c1S(=O)(=O)N(C)CC(=O)Nc1cc(Cl)ccc1C	-10.4%	-6.0%	15.6%	14.0%	-0.8%	0.3%	2.7%
Cc1cc(Cl)ccc1NC(=O)C1CCCN(c2nnc(C)c3c(C)n(-c4ccccc4)nc23)C1 (configuration not stated)	7.7%	-0.2%	0.8%	-6.6%	0.4%	3.0%	-3.8%
O=C(CSc1nc2ccccc2nc1Cc1ccc(Cl)cc1)N1CCN(c2ccccc2F)CC1	-7.6%	-2.3%	5.7%	-13.6%	-0.6%	-2.2%	1.7%

Part of the list above, with values under each structure:
Results follow in this order: p53null 39C tox	PTAP-TSG101 blk	NTMT1 inh	FH mod	B2AR arrestin ag	GALK inhibitor	p53null 32C kill
- CCn1cc2nc(SCc3ccccc3F)n(Cc3ccc(C)cc3)c(=O)c2n1
→ -4.8%	1.7%	0.0%	-12.6%	2.6%	-1.8%	-5.2%
- Cc1cccc(NC(=O)CCNS(=O)(=O)c2ccc3c(c2)CCN3C(=O)C2CC2)c1
→ ?	-0.9%	-8.7%	-8.4%	-0.6%	-2.4%	3.8%
- CCCCOc1ccc(CNC(=O)c2cnc3sc(N4CCCC4)nn3c2=O)cc1
→ -6.3%	1.6%	9.6%	5.4%	0.3%	0.9%	-12.0%
- CCS(=O)(=O)N1CCc2cc(C(=O)Nc3cc(OC)c(Cl)cc3OC)ccc21
→ ?	-6.7%	-18.1%	-17.7%	-2.8%	-11.2%	-4.4%
- CCCOc1ccc(-c2nonc2NC(=O)COc2ccc(C)cc2)cc1OCCC
→ -18.8%	-5.1%	12.4%	-2.7%	-0.2%	8.1%	-7.2%
- CCCCN(c1ccccc1)S(=O)(=O)c1ccc2c(c1)CC(C)N2C(=O)C1CC1 (configuration not stated)
→ 56.8%[activator]	3.6%	8.4%	-29.0%	0.7%	-7.3%	7.8%
- CCOC(=O)c1c(C)[nH]c(C)c1S(=O)(=O)N(C)CC(=O)Nc1cc(Cl)ccc1C
→ -10.4%	-6.0%	15.6%	14.0%	-0.8%	0.3%	2.7%
